High-throughput results: PubChem, National Center for Advancing Translational Sciences (NCATS)
HT1080-NT tox: kills 2HG-producing HT-1080-NT fibrosarcoma cells. hit rate 1.6% among 360,000. Potency, µM (top dose mostly 46.1 µM), without a hit: at the highest dose activity, negative = less viability, hits mostly cytotoxic. HT-1080-NT fibrosarcoma viability, CellTiter-Glo ATP luminescence, 48 h. AID 686970;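 further: NT is the 2HG producing partner of a matched IDH1 knockdown line; potency means the concentration at half of the fitted maximal effect; 0% = DMSO-treated cells and -100% = media-only wells without cells; nearly all actives have a fitted effect of over 55% in size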
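Viability by CellTiter-Glo luminescence after 48 h compound exposure at 37C of HT-1080-NT cells (750/well, RPMI, 5% FBS). % activity scaled between DMSO wells and medium-only wells, then curve-fitted and categorized by curve class.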
WRN inhibitor: WRN helicase (human) inhibition | WRN helicase unwinding, fluorescent forked duplex, kinetic | AID 651768 | Potency, µM (series often up to 114 µM), inactives show top-dose activity change, negative = inhibition, most hits filed as inhibitors | hit rate 0.46% among 360,000 | Q14191; further: potency means the concentration at half of the fitted maximal effect; on the % scale 0 is the no-effect control and ±100 the full control effect; nearly all actives have a fitted effect of over 55% in size
Target sequence (Q14191 whole entry, looked up): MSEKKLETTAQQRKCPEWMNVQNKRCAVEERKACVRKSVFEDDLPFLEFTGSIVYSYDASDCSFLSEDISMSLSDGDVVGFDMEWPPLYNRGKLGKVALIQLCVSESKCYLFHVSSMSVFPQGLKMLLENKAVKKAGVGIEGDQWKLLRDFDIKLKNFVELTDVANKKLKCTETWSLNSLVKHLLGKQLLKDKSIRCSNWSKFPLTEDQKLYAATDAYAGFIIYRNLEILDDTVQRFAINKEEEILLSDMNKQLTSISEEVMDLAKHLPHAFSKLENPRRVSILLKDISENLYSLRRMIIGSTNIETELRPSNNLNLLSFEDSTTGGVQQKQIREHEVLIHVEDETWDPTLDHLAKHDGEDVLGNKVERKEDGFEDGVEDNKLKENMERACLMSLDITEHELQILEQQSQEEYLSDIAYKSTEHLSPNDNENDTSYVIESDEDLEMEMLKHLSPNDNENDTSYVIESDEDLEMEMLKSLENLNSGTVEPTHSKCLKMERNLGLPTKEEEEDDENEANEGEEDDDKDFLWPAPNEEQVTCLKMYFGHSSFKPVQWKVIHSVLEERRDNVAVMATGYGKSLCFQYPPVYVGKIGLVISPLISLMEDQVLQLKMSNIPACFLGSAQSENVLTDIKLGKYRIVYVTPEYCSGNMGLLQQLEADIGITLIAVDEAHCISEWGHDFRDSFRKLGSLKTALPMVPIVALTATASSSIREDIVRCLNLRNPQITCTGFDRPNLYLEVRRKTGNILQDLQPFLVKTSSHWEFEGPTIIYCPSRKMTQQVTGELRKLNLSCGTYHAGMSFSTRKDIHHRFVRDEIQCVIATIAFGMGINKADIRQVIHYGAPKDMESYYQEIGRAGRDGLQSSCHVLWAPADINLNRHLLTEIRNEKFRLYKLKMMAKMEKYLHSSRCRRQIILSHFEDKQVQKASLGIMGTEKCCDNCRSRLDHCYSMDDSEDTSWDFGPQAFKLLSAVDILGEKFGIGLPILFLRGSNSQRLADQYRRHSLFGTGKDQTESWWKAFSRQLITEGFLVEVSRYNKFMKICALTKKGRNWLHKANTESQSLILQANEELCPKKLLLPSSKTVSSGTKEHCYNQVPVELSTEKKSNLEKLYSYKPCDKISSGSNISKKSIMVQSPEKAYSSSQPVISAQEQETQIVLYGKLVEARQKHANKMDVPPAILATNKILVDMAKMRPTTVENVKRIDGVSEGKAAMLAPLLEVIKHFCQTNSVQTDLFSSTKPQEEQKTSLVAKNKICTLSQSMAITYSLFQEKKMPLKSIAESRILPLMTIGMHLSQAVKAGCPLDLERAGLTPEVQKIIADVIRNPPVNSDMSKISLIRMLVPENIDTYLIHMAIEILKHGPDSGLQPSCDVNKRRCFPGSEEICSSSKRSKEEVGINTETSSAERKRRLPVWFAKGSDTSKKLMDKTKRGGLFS
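Kinetic fluorescence helicase assay: unwinding of a quenched forked DNA duplex (100 nM final) with 2 mM ATP final raises red fluorescence (525/598 nm). Compounds sat 15 min at room temperature with 20 nM WRN beforehand.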
KB-V1 cytotox: KB-V1 MDR subline cytotoxicity; KB-V1 MDR cells viability, CellTiter-Glo, 72 h; Potency, µM (doses to about 46.1 µM), without a hit: top-dose activity change, negative = cytotoxicity, usual class: cytotoxic; hit rate 3.4% among 400,000; further: potency means the concentration at half of the fitted maximal effect; on the % scale 0 is the no-effect control and ±100 the full control effect; nearly all actives have a fitted effect of over 60% in size
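KB-V1 MDR subline cells in DMEM (phenol-red free, 10% FBS) exposed to compounds in qHTS concentration series for 72 h at 37 degrees C. Viability read by CellTiter-Glo luminescence; concentration-effect curves fitted after normalization and correction.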
ATXN2 expr inh: reduces ATXN2 reporter expression in HEK-293 cells | Potency, µM (top dose mostly 57 µM), for inactives: at the top dose activity change, negative = inhibition, most hits filed as inhibitors | HEK-293 ATXN2-luciferase reporter, luminescence, 24 h | hit rate 0.72% among 360,000; further: potency means the concentration at half of the fitted maximal effect; on the % scale 0 is the no-effect control and ±100 the full control effect; nearly all actives have a fitted effect of over 55% in size
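ATXN2-luciferase reporter cells (luciferase flanked by upstream and downstream ATXN2 gene portions) were treated 24 h at 37 °C with compounds at up to 57 uM. SteadyGlo luminescence gave expression; GF-AFC fluorescence gave viability.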
HT1080 IDH1KD tx: toxicity to HT-1080 IDH1 knockdown cells (counter line); HT-1080 IDH1 knockdown viability, ATP luminescence, 48 h; Potency, µM (titrated, usually from 46.1 µM), for inactives: at the highest dose activity, negative = toxicity, usual class: cytotoxic; hit rate 2% among 360,000; AID 686971;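 further: potency means the concentration at half of the fitted maximal effect; 0% = DMSO wells and -100% = cell-free medium wells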
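Luminescent ATP read-out (CellTiter-Glo, 10 min at room temperature) after 48 h compound exposure at 37 °C gave viability of IDH1-knockdown HT-1080 cells. Activity was normalised to DMSO and cell-free wells, then fitted as concentration-response curves.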
SW480 rereplic: DNA re-replication induction in SW480 cells | SW480 DNA re-replication, Hoechst DNA content imaging, 48 h | Potency, µM (titrated, usually from 46.1 µM), inactives show at the highest dose re-replication activation, hits mostly activators | hit rate 1.8% among 340,000; further: potency means the concentration at half of the fitted maximal effect; % of control where 0% means no effect; nearly all actives have a fitted effect of over 55% in size
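Image-based DNA-content assay: after two days of treatment, nuclei were labelled with the DNA dye Hoechst and imaged, and hits were compounds raising the count of nuclei showing high fluorescence intensity.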
KB-3-1 cytotox: kills parental KB-3-1 adenocarcinoma cells; hit rate 1.4% among 400,000; KB-3-1 viability, CellTiter-Glo ATP luminescence, 72 h; Potency, µM (doses to about 46.1 µM), inactives show at the highest dose activity change, negative = cytotoxic, hits mostly cytotoxic; further: potency means the concentration at half of the fitted maximal effect; on the % scale 0 is the no-effect control and ±100 the full control effect; nearly all actives have a fitted effect of over 60% in size
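KB-3-1 parental drug-naive adenocarcinoma cells in DMEM/10% FBS, incubated 72 h at 37 C with pin-transferred compounds across a concentration series. Viability by CellTiter-Glo luminescence; concentration-response curves fitted after normalization.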
MCF10A rerep: inducers of DNA re-replication in MCF 10A breast cells. MCF 10A DNA re-replication, Hoechst nuclear intensity, 48 h. Potency, µM (titrated, usually from 46.1 µM), for inactives: top-dose activity, positive = re-replication, actives largely listed as activators. hit rate 2.9% among 350,000; further: potency means the concentration at half of the fitted maximal effect; % of control where 0% means no effect; nearly all actives have a fitted effect of over 50% in size
IL-1B inflam inh: blocks inflammasome-driven IL-1 beta release; THP-1 LPS/ATP IL-1B secretion, AlphaLISA, 16 h; hits give low values; activity change, % at 57.5 µM; hit rate 4.7% among 360,000; AID 743279; in the data active means activity change below about -50%; inconclusive means mostly about -30% to -49%; further: on the % scale 0 is the no-effect control and ±100 the full control effect
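THP-1 cells pretreated 1 hr with compounds (up to 57.5 uM final), then stimulated with LPS (250 ng/mL final) plus ATP (1.25 mM final); secreted IL-1B measured by AlphaLISA after 16 hr, decreased signal indicating inhibition.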
Starred values were filed as active, the others as inactive; i = inactive; ? = inconclusive; [ ] = dose if it differs, or a comment. Unless noted, the call rests on the fitted dose curve; in most records, active means well fitted curve in the direction sought with a large enough effect; inconclusive means small, poorly fitted or top-dose-only effect, or another doubt; inactive means no such curve, though single readings can be large; an effect the other way counts as inactive or inconclusive. Hits appear at their usual frequency; overall some 12% were active at least once.

SMILES	HT1080-NT tox	WRN inhibitor	KB-V1 cytotox	ATXN2 expr inh	HT1080 IDH1KD tx	SW480 rereplic	KB-3-1 cytotox	MCF10A rerep	IL-1B inflam inh
COc1ccc(CCNC(=O)c2cccnc2)cc1OC	12%	3%	-25%	6%	5%	-3%	14%	-1%	36
CCOC(=O)C1CCN(C(=O)c2cc3cc(F)ccc3[nH]2)CC1	-10%	9%	0%	46%[activator]	0%	6%	7%	1%	37
COc1ccc2c(c1)CCc1c(C(=O)Nc3ccc(OC)c(OC)c3)noc1-2	15%	1%	5%	-7%	11%	-4%	-8%	-17%	-18
O=C(CN(c1ccccc1)S(=O)(=O)c1ccc(F)cc1)NC1CCCCCC1	-4%	-8%	-21%	-15%	-1%	-6%	-5%	-1%	10
Cc1ccc(O)c(NC(=O)c2cc(-c3cccs3)on2)c1	?	-30%	4%	34%[activator]	-24%	-6%	-2%	2%	-67*
Cc1csc(NC(=O)c2ccc(Cl)nc2)n1	-9%	-3%[57.1 µM]	0%	23%	-1%	20%	13%	0%	52
COc1ccc(N2CC(NS(=O)(=O)c3ccc4ccccc4c3)CC2=O)cc1OC (stereo not drawn)	-1%	-4%	-1%	-12%	-11%	-88%[inhibitor]	2%	-2%	13
O=C(N/N=C/c1ccc(OC(F)F)cc1)c1cccc(S(=O)(=O)N2CCOCC2)c1	7%	-6%	0%	-12%	12%	-9%	26%	1%	18
CCOC(=O)c1c(-c2cccs2)csc1NC(=O)CN1CCOCC1	-19%	-5%	-5%	7%	-27%	-3%	-12%	?	-17
O=c1c2ccccc2nnn1Cc1ccc2ccccc2c1	11%	-9%	?	28%	-24%	-5%	7%	27%	-13
Cc1cccc(C(=O)C2CCN(S(=O)(=O)c3cccc(C(=O)O)c3)CC2)c1	-16%	-2%	10%	-10%	-1%	0%	8%	-7%	6
Cc1ccc(NC(=O)CN2CCN(C(=O)C3CCCO3)CC2)c(C)c1 (stereo not drawn)	8%	2%	7%	8%	?	-22%	0%	0%	i
CCOc1ccc(N(CC(=O)NC(C)(C)C)C(=O)CCC(=O)Nc2nccs2)cc1	-12%	-7%	-8%	-17%	-3%	-4%	10%	0%	7
Clc1ccccc1CSc1nnc(-c2ccncc2)o1	7%	-7%	-13%	40%[activator]	7%	2%	2%	8%	0
Cc1cccc(NC(=S)Nc2ccc(Cl)c(Cl)c2)c1	?	-17%	-16%	?	?	-2%	-20%	?	-90*
Cc1ccccc1NC(=S)N(Cc1ccco1)C(C)c1cccs1 (stereo not drawn)	26%	-3%	2%	7%	20%	-59%	-1%	-9%	2
COc1ccc(C2C(C(=O)c3cccs3)=C(O)C(=O)N2c2cccc(C)n2)cc1 (stereo not drawn)	24%	-13%	-27%	8%	20%	-3%	7%	?	18
COc1cc(NC(=O)CSc2nc(C)cs2)cc(OC)c1	-2%	-4%	?	-3%	6%	-17%	2%	-1%	15
CCN(C(=O)Cn1nc(C(=O)O)c2ccccc2c1=O)C1CCCCC1	3%	-3%	10%	2%	5%	-51%[inhibitor]	16%	-5%	30
CC(=O)Nc1ccc(S(=O)(=O)N2CCC(C(=O)NCCc3ccc(Cl)cc3)CC2)cc1	-21%	-3%[57.1 µM]	19%	2%	-6%	?	-3%	?	-11

Six of the entries above in order of the WRN inhibitor value, largest number first:
SMILES	WRN inhibitor
COc1ccc(CCNC(=O)c2cccnc2)cc1OC	3%
COc1ccc2c(c1)CCc1c(C(=O)Nc3ccc(OC)c(OC)c3)noc1-2	1%
Cc1ccccc1NC(=S)N(Cc1ccco1)C(C)c1cccs1 (stereo not drawn)	-3%
O=C(N/N=C/c1ccc(OC(F)F)cc1)c1cccc(S(=O)(=O)N2CCOCC2)c1	-6%
Clc1ccccc1CSc1nnc(-c2ccncc2)o1	-7%
O=c1c2ccccc2nnn1Cc1ccc2ccccc2c1	-9%

Full records from above. Screens in order: HT1080-NT tox | WRN inhibitor | KB-V1 cytotox | ATXN2 expr inh | HT1080 IDH1KD tx | SW480 rereplic | KB-3-1 cytotox | MCF10A rerep | IL-1B inflam inh
CCOC(=O)C1CCN(C(=O)c2cc3cc(F)ccc3[nH]2)CC1 as listed: -10% | 9% | 0% | 46%[activator] | 0% | 6% | 7% | 1% | 37
COc1ccc(C2C(C(=O)c3cccs3)=C(O)C(=O)N2c2cccc(C)n2)cc1 (stereo not drawn) as listed: 24% | -13% | -27% | 8% | 20% | -3% | 7% | ? | 18

Three compounds picked at random from the list so far:
SMILES	HT1080-NT tox	WRN inhibitor	KB-V1 cytotox	ATXN2 expr inh	HT1080 IDH1KD tx	SW480 rereplic	KB-3-1 cytotox	MCF10A rerep	IL-1B inflam inh
Cc1csc(NC(=O)c2ccc(Cl)nc2)n1	-9%	-3%[57.1 µM]	0%	23%	-1%	20%	13%	0%	52
Cc1cccc(NC(=S)Nc2ccc(Cl)c(Cl)c2)c1	?	-17%	-16%	?	?	-2%	-20%	?	-90*
CCOC(=O)c1c(-c2cccs2)csc1NC(=O)CN1CCOCC1	-19%	-5%	-5%	7%	-27%	-3%	-12%	?	-17
